HTR5A inv ctr = HTR5A inverse agonists in luminescence cell assay, primary screen, counter-screen for OPRM1-OPRD1 heterodimer inverse agonist project, full-deck HTS. 5-hydroxytryptamine receptor 5A (Homo sapiens), P47898. HTR5A cell line, inverse agonism. inhibition, % at 9.3 µM. actives 0.083% (n = 340,000); in the data active = inhibition mostly above about 23%, no sharp cut-off; inactive = mostly below about 18%;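 also: 0% = cells with DMSO and 100% = no-cell wells with DMSO; some compounds called inactive have numbers as strong as hits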
phage Ecoli inh = growth loss of phage-infected E. coli, primary screen, RecBCD inhibitor project, absorbance, with phage, HTS | actives 0.26% (n = 360,000) | inhibition, % at 11.9 µM | AID 651602, 2012; in the data active = inhibition above about 11%
E coli growth = E. coli V3065 growth inhibition, primary screen, counter-screen for AddAB inhibitor project, absorbance, OD600; 18 h; inhibition, % at 11.9 µM; actives 0.27% (n = 330,000); AID 449728, 2010;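 active = inhibition above the campaign's mean inhibition across all tested compounds plus 3 SD, cut at about 9.9% in these data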;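 also: uninfected addAB+ strain grown without phage in ampicillin broth; 0% = DMSO wells and 100% = ciprofloxacin 0.95 µg/ml wells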
MOR-DOR ag = agonists of OPRM1-OPRD1 heterodimerization, primary screen, cell-based, luminescence; cells; activation, % at 9.3 µM; Mu-type opioid receptor (Homo sapiens) + Delta-type opioid receptor (Homo sapiens), …; actives 0.3% (n = 340,000); AID 504326, 2011; in the data active = activation above about 18%;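 also: 0% = vehicle-treated cells and 100% = reference agonist; values of inactives mirror those of a sister screen read the other way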
Target sequence (P35372 whole entry, looked up): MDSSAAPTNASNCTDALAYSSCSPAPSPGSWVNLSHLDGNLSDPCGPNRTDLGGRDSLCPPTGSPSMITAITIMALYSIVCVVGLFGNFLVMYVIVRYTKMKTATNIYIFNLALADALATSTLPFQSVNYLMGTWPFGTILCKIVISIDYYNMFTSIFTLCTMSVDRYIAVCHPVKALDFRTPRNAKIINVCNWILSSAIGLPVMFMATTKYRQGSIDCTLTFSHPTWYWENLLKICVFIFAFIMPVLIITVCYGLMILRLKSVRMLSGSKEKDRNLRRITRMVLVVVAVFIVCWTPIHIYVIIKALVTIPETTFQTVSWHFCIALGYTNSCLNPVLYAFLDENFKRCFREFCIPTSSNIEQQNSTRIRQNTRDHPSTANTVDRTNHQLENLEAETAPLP
Target sequence (P41143 whole entry, looked up): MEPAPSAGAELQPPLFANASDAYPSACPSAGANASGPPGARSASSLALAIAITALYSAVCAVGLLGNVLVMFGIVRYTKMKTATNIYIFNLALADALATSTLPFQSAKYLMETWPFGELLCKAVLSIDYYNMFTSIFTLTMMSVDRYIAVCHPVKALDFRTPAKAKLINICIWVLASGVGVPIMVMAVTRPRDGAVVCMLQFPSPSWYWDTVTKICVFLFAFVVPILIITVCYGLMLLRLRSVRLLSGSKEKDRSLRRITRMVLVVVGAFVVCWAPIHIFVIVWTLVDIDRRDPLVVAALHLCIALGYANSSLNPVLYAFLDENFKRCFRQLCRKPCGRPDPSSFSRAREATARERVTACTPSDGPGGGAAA
SUMO Mot1 rescue = yeast Mot1-301 growth rescue at high temperature, primary screen, SUMOylation pathway inhibitor project, S. cerevisiae, ATP luminescence, 38.5C; S. cerevisiae Mot1-301 growth rescue; percent above DMSO median, 100 means doubled; growth rescue, % at 18.8 µM; actives 1% (n = 320,000);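 active = every valid replicate shows activation above 250% relative to neutral control wells; inactive = the rest, any valid replicate at or below 250%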;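 also: OY570 slx delta 5 strain wells were the positive control but not used for scaling; some compounds called inactive have numbers as strong as hits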
AddAB inh = growth inhibition of E. coli expressing H. pylori AddAB, primary screen, AddAB inhibitor project, absorbance. AID 435030, 2010. actives 0.29% (n = 330,000). inhibition, % at 11.9 µM; in the data active = inhibition above about 12%;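 also: 0% = vehicle wells of infected cells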
PKA-R1A act = activators of PKA-R1A holoenzyme, primary screen, biochemical, fluorescence polarization, Cy5-IP20, bovine R1A, mouse PKAc; PKA-R1A dissociation; scaled: DMSO 0%, 113 µM cGMP 100%; activation, % at 11.4 µM; actives 0.083% (n = 340,000);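 active = percent activation above the mean of all tested compounds plus 3 SD, cut at about 19% in these data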;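 also: higher means more PKAc released from R1A so a rise in polarization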
HTR5A ag ctr = HTR5A agonists in luminescence cell assay, primary screen, counter-screen for OPRM1-OPRD1 heterodimer agonist project, full-deck HTS | activation, % at 9.3 µM | 5-hydroxytryptamine receptor 5A (Homo sapiens), P47898 | AID 504692, 2011 | cell-based | actives 0.61% (n = 340,000); in the data active = activation mostly above about 9.5%, no sharp cut-off; inactive = mostly below about 7.6%;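 also: 0% = cells with vehicle only and 100% = reference agonist; strong numbers were not always called active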
PfHsp90 yeast 2 = growth inhibition of PfHsp90-expressing yeast, primary screen, antimalarial PfHsp90 inhibitor project, S. cerevisiae, BacTiter-Glo luminescence, single point, set 2 | BacTiter-Glo ATP, 48 h; yeast lacking PDR1 and PDR3 efflux regulators | actives 0.32% (n = 310,000) | AID 504621, 2011 | inhibition, % at 9.4 µM;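 active = every replicate shows inhibition above about 80%, whatever the replicate mean, limit read from the data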;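 also: 0% = DMSO neutral controls and 100% = 20 µM radicicol positive controls; yeast relying on Plasmodium falciparum Hsp90 in place of its own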
Pemphigus Ab inh = inhibitors of pemphigus antibody binding to DSG3, primary screen, biochemical, bead-based, flow cytometry, scFv-GFP; Desmoglein-3 (Homo sapiens), P32926; DSG3-coupled beads, scFv-anti-DSG3-GFP binding; hits give low values; binding (percent of control), % at 10 µM; actives 0.48% (n = 310,000); AID 588358, 2011;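 active = binding more than 3 SD below its plate's average and above zero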;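 also: hits lower antibody fragment binding to DSG3; some compounds called inactive have numbers as strong as hits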
MOR-DOR inv ag = inverse agonists of MOR-DOR heterodimerization, primary screen, cell-based, luminescence; cell-based MOR-DOR heterodimer luminescence, inverse agonism; actives 0.21% (n = 340,000); inhibition, % at 9.3 µM; in the data active = inhibition above about 22%, passing the limit was not always enough;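 also: 0% = cells with DMSO and 100% = wells without cells with DMSO; values of inactives mirror those of a sister screen read the other way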
* = called active by the depositor; / = no result given.

Below each SMILES – HTR5A inv ctr, phage Ecoli inh, E coli growth, MOR-DOR ag, SUMO Mot1 rescue, AddAB inh, PKA-R1A act, HTR5A ag ctr, PfHsp90 yeast 2, Pemphigus Ab inh, MOR-DOR inv ag
- CC1CN(c2cnn(C(C)C)c(=O)c2Cl)CC(C)O1 (configuration not stated)
    -19, 1.4, 3.0, -0.1, 1, 0.0, 0, 5, -9, 106, 0
- Cc1nn(CC(=O)NC(=O)NC2CCCC(C)C2C)c(=O)c(C#N)c1C (configuration not stated)
    10, 2.9, -1.0, 1.6, -12, 0.3, -8, -4, -6, 97, -11
- COc1ccc([C@H]2CC(=O)C=C(c3ccccc3-c3ccccc3)C2)cc1
    -13, 2.7, 4.1, 1.2, 0, 2.5, -15, 4, -2, /, -7
- CCc1ccc2nc(N(CCCN(C)C)C(=O)c3ccc(S(=O)(=O)N(C)C4CCCCC4)cc3)sc2c1
    -25, 2.3, -4.1, 19*, -39, -2.5, -2, 2, 10, 123, -106
- CCOC(=O)CNC(=O)N1CCCC(C(=O)c2cccc(Cl)c2)C1 (configuration not stated)
    -12, 4.0, 0.2, -1.4, -2, -0.2, -2, -1, -14, 99, 9
- Cc1ccccc1C(=O)NNC(=O)/C=C/c1ccccc1
    -10, 3.7, 1.5, -0.5, -9, 3.5, -12, 4, -28, 95, 3
- N#CC1=C(N)NC(SCC(=O)c2ccc(Br)cc2)=C(C#N)C12CCCCC2
    -8, 3.7, 1.6, 5.6, -6, 1.3, -2, 2, -3, 106, -29
- Cc1c(C(=O)N2CCN(c3ccc(F)cc3)CC2)sc2nc3n(c(=O)c12)CCC3
    4, 1.1, -0.6, -3.7, -12, 1.2, -9, 2, 18, 104, 19
- COc1ccc(C(=O)NNC(=O)CN2CCC(n3nnc4cc(C)ccc43)CC2)cc1
    20, 4.8, 0.7, 1.4, 14, 0.6, -4, 0, 17, 100, -7
- CC1CCN(S(=O)(=O)c2ccc(NC(=O)CN3CCCC3)cc2)CC1
    -9, 0.7, 1.0, -1.1, -7, 2.2, -5, 3, 8, /, 7
- CCCN(Cc1cc2cc(OC)ccc2[nH]c1=O)C(=O)c1ccncc1
    -12, 2.1, 0.4, 0.2, 3, 4.4, -4, 4, 8, 100, -1
- CC(C)c1nnc(NC(=O)C2CCCN2C(=O)Nc2cccc(Cl)c2)s1 (configuration not stated)
    -6, 3.1, -0.8, -1.5, 184, 0.0, 3, -2, -9, /, 9
- O=C(Nc1cn(-c2ccccc2)nc1-c1ccccc1)c1ccccc1
    3, 5.9, 0.1, -0.5, 28, 1.7, -2, -2, 15, 104, 3
- Cc1ccc(-c2cc(C(=O)O)n(-c3ccc(S(N)(=O)=O)cc3)n2)cc1
    13, 6.9, -0.3, -1.5, /, 0.7, 13, -5, 12, 93, 11
- COc1ccc(Cl)cc1NC(=O)COC(=O)c1cc(NS(=O)(=O)c2cccs2)ccc1O
    5, 1.9, -0.4, -2.1, 10, 1.5, 5, -2, 13, 115, 11
- CN1CCN(CCCNC(=S)Nc2ccc(F)c(Cl)c2)CC1
    -3, 2.2, -0.9, 0.0, 72, 2.3, -5, 1, 6, 98, 0
- COc1ccc(/C=N/OC/C(O)=C(\C#N)c2nc3ccccc3[nH]2)cc1OC
    -5, -0.3, 2.1, -1.2, -8, 2.7, -4, 1, -19, 103, 6
- C=CCOC(=O)C1=C[C@H](c2cn(C(C)=O)c3ccccc23)[C@@H](CCCO)[C@H](OCC)O1
    -2, 2.6, 0.2, -3.2, -3, 1.3, 6, 5, -14, 106, 18
- CC(C)OC(=O)C1C(=O)CC(C)(O)C(C(=O)OC(C)C)C1c1cccnc1 (configuration not stated)
    0, -0.4, 0.2, -1.7, 15, -0.3, 3, 0, 19, /, 9
- Cc1cc(/C=C2/SC(=S)N(c3cccc(Cl)c3)C2=O)c(C)n1-c1cccnc1
    5, 3.7, -2.1, -0.9, 1, 0.7, 1, 0, 14, 117, 5
- COc1ccc(N2CCN(C3CCCN(Cc4ccc(F)cc4Cl)C3)CC2)cc1 (configuration not stated)
    -2, 1.8, -1.0, 0.6, -1, 1.8, 5, 1, -12, 110, -3
- CN(C)CCCN(C(=O)COc1ccccc1)c1nc2ccc(Cl)cc2s1
    -5, 2.0, -1.6, 0.1, 4, 0.3, -2, -6, -29, 104, -1
- O=S1(=O)N=C(N(CCO)/N=C/C=C/c2ccccc2)c2ccccc21
    4, 1.2, -3.5, 1.5, -21, -2.4, -10, 6, 10, 98, -7
- Cc1nn2c(NC(C)C)c3c(nc2c1-c1ccccc1)CCC3
    -17, 2.1, 3.0, 3.5, 14, 1.2, 3, 4, 26, 105, -18
- Cc1nc2c(-c3ccc(F)cc3)c(C)nn2c(N2CCOCC2)c1C
    -24, 2.8, -1.3, 5.2, -11, -1.8, -10, 1, -3, 107, -30
- COc1ccc(N2C(=O)C3CCCN3C2c2ccccc2F)cc1 (configuration not stated)
    -9, 0.6, -1.0, -2.6, 1, 2.5, 0, 3, /, 111, 13
- CCS(=O)(=O)N1CCN(c2ccccn2)CC1
    -12, 0.6, -0.5, -1.6, 8, 0.6, -9, 2, -13, 87, 8
- Clc1nc(-c2ccccc2)ncc1Oc1ccccc1
    /, 2.0, 0.2, /, -1, 1.3, /, /, /, 103, /
- Cn1c(CNC(=O)c2ccco2)nnc1SCC(=O)Nc1cccc(F)c1
    -5, 2.1, 0.9, -2.6, 74, 4.4, -7, 2, -27, 104, 14
- Cc1cccnc1NC(=O)Nc1cccc(C(F)(F)F)c1
    5, 1.1, -0.2, -1.3, -11, 2.5, 3, 5, 9, 82, 6
- Cc1csc(=O)n1CCC(=O)OC(C)C(=O)Nc1ccc(N2CCOCC2)cc1 (configuration not stated)
    -14, 1.8, 0.0, -0.7, 2, 1.5, 1, 6, -12, /, 3
- CN(C)C(=O)COC(=O)c1ccccc1OCC(=O)Nc1ccc(SC(F)F)cc1
    -29, 2.2, 0.6, 0.6, -7, 1.0, -9, -2, -3, 100, -3
- c1cc2c(cc1-c1cnc3n1CCC3)OCCO2
    5, 2.2, -2.0, -0.2, 9, -0.9, -2, 1, 4, 103, 1
- C[C@@]12C(=O)NCC(=O)N1[C@@H]1c3cc(Br)ccc3OC[C@@H]1[C@@H]2c1ccccc1
    -4, -0.2, -3.5, -3.8, -5, 0.2, 0, -5, -5, 107, 23
- COc1cc(OC)c(C(=O)OCC(=O)Nc2nnc(-c3ccccc3)o2)cc1OC
    13, 2.2, -0.3, -0.3, -14, 1.8, 2, -5, 5, 96, 1
- CCOC(=O)Cc1c(Sc2ccccc2)c2cc(C)ccc2n1C
    -5, 2.4, -0.3, 3.9, 1, 3.2, 0, 1, 12, 101, -20
- CC(=O)NC12CC3CC(CC(CC(=O)O)(C3)C1)C2
    1, 3.4, -2.1, -2.8, /, -0.8, -7, 1, 12, 96, 14
- COc1ccc(C=Nc2cccc3c(=O)[nH][nH]c(=O)c23)c2ccccc12
    7, 1.0, 0.4, -0.5, 0, 1.8, -4, -2, -2, 98, 3
- CCn1nc(C)cc1-c1nnc(Sc2ncc([N+](=O)[O-])s2)n1C
    6, 5.4, 0.5, 15, -5, 2.0, -11, -2, -31, 100, -74
- COc1ccc(NC(=O)c2ccc(COc3ccc(C)cc3)o2)cc1
    0, 4.8, -1.3, 4.7, 1, -0.7, -3, -3, 6, 107, -25
- O=C1C2C3c4ccccc4C(c4ccccc43)C2C(=O)N1Cc1cccnc1 (configuration not stated)
    -30, 1.6, 0.6, -1.0, 305, 0.2, 10, 1, 3, 108, 6

Reformatted tab-delimited: 7 of the compounds above
SMILES	HTR5A inv ctr	phage Ecoli inh	E coli growth	MOR-DOR ag	SUMO Mot1 rescue	AddAB inh	PKA-R1A act	HTR5A ag ctr	PfHsp90 yeast 2	Pemphigus Ab inh	MOR-DOR inv ag
COc1cc(OC)c(C(=O)OCC(=O)Nc2nnc(-c3ccccc3)o2)cc1OC	13	2.2	-0.3	-0.3	-14	1.8	2	-5	5	96	1
CCOC(=O)Cc1c(Sc2ccccc2)c2cc(C)ccc2n1C	-5	2.4	-0.3	3.9	1	3.2	0	1	12	101	-20
CC(=O)NC12CC3CC(CC(CC(=O)O)(C3)C1)C2	1	3.4	-2.1	-2.8	/	-0.8	-7	1	12	96	14
COc1ccc(C=Nc2cccc3c(=O)[nH][nH]c(=O)c23)c2ccccc12	7	1.0	0.4	-0.5	0	1.8	-4	-2	-2	98	3
CCn1nc(C)cc1-c1nnc(Sc2ncc([N+](=O)[O-])s2)n1C	6	5.4	0.5	15	-5	2.0	-11	-2	-31	100	-74
COc1ccc(NC(=O)c2ccc(COc3ccc(C)cc3)o2)cc1	0	4.8	-1.3	4.7	1	-0.7	-3	-3	6	107	-25
O=C1C2C3c4ccccc4C(c4ccccc43)C2C(=O)N1Cc1cccnc1 (configuration not stated)	-30	1.6	0.6	-1.0	305	0.2	10	1	3	108	6

High-throughput results: PubChem BioAssay, several laboratories
